Pol kappa inh: DNA polymerase kappa (human) inhibition; Q9UBT6; purified Pol kappa, fluorescent DNA synthesis assay, 10 min; Potency, µM (doses to about 107 µM), for the others: at the highest dose activity, negative = inhibition, most hits filed as inhibitors; actives 0.53% (n = 400,000); AID 588579; also: potency is read from the fitted curve at half-maximal effect; % is scaled to controls: 0 for no effect and ±100 for the full control effect
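50 nM final substrate added after 15 min RT preincubation of 10 nM Pol kappa with compound; fluorescence read at 0 and 10 min.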
ALOX12 inh: ALOX12 (human) lipoxygenase inhibition; purified 12hLO, xylenol orange hydroperoxide absorbance; Potency, µM (doses to about 108 µM), for inactives: at the top dose activity change, negative = inhibition, usual class: inhibitors; actives 1.1% (n = 580,000); also: potency is read from the fitted curve at half-maximal effect; % is scaled to controls: 0 for no effect and ±100 for the full control effect
Target sequence (P18054 whole entry, looked up): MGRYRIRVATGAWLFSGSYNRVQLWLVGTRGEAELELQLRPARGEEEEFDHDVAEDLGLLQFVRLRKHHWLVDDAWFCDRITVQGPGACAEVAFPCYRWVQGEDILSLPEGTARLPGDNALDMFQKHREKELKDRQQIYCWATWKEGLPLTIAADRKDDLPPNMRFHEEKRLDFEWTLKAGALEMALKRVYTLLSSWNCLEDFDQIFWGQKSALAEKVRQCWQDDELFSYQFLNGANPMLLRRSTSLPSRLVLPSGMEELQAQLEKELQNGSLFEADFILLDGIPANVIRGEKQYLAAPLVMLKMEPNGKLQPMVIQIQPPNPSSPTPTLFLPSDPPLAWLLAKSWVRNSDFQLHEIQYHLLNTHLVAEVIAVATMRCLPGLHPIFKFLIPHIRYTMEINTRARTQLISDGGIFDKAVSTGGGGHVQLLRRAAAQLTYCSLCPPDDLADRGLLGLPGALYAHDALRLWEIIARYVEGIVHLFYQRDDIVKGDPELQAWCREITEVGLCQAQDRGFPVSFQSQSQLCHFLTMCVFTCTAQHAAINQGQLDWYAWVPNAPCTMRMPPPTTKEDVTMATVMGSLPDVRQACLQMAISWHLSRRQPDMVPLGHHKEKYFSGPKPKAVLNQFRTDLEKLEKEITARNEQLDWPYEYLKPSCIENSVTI
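Purified human 12hLO (150 nM final) in 25 mM Hepes, 0.01% Triton X-100, pH 7.0 was preincubated 15 min at room temperature with compound. Then 40 uM arachidonic acid was added, 30 min. Hydroperoxide was read by Fe-XO absorbance ratio 573/405 nm.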
APEX1 inh: APE1 (human) endonuclease inhibition. actives 0.35% (n = 350,000). Potency, µM (doses to about 65.8 µM), without a hit: at the top dose activity change, negative = inhibition, actives largely listed as inhibitors. recombinant APE1, TAMRA/BHQ-2 abasic DNA cleavage fluorescence. AID 2517;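 also: potency is read from the fitted curve at half-maximal effect; plate controls were vehicle for no effect and reference inhibitor for full effect; nearly all actives have a fitted effect of over 55% in size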
Target sequence (P27695 whole entry, looked up): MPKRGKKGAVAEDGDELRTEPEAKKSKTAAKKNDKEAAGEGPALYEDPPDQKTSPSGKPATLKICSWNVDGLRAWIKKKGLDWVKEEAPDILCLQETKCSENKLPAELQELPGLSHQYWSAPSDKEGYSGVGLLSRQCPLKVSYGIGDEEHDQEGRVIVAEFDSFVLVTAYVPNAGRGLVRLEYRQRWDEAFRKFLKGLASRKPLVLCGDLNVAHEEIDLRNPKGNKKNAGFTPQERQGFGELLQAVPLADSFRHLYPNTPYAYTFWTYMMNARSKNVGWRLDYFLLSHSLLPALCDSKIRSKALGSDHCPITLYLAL
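Readout is kinetic fluorescence (ex 525, em 598 nm) from cleavage of 50 nM TAMRA/BHQ-2 THF abasic duplex by 0.75 nM APE1, compound added 15 min beforehand at RT.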
ERG-DNA inh: ERG Ets/DNA interaction inhibition; actives 0.028% (n = 370,000); Potency, µM (doses to about 76.9 µM), for the others: at the top dose FP activity, negative = inhibition, hits mostly inhibitors; fluorescence polarization, His-ERG Ets domain / labelled DNA; AID 624246; P11308; active = well fitted inhibition curve with a large enough effect in the polarisation, with a control signal flat; inconclusive = small, poorly fitted or top-dose-only effect, or effect the other way, or a change in a side signal; inactive = no such curve, though single readings can be large or run the other way; the % refers to the polarisation;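 also: polarization taken with two DNA probes labelled with fluorescein and Texas red; potency is read from the fitted curve at half-maximal effect; % of control where 0% means no effect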
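His-tagged ERG Ets domain (1 uM in the protein solution; 300mM KCl, 50mM Tris-HCl, 1mM EDTA, 1mM DTT, pH 7.5) received compound, then a probe mix of 5 nM fluorescein-DNA and 100nM Texas-615-DNA. Fluorescence polarization was read for both dyes.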
Pol beta inh: inhibitors of human DNA polymerase beta | AID 485314 | P06746 | actives 1.3% (n = 340,000) | Potency, µM (doses to about 114 µM), for inactives: at the highest dose activity change, negative = inhibition, most hits filed as inhibitors | Pol beta primer extension/strand displacement, fluorescence kinetic; also: potency is read from the fitted curve at half-maximal effect; % is scaled to controls: 0 for no effect and ±100 for the full control effect
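Enzyme-only controls used 10 nM Pol beta; buffer lacking enzyme served as negative control. Compound preincubated 15 min, then 50 nM substrate added; 0 and 10 min reads at room temperature.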
Anesthetic bind: candidate novel general anesthetic via apoferritin binding. actives 0.074% (n = 350,000). AID 485281. P02791. Potency, µM (highest dose often 77.5 µM), for the others: at the highest dose activity change, negative = displacement, usual class: inhibitors. apoferritin/1-aminoanthracene competitive binding, fluorescence; also: potency is read from the fitted curve at half-maximal effect; % is scaled to controls: 0 for no effect and ±100 for the full control effect; nearly all actives have a fitted effect of over 20% in size
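Horse-spleen apoferritin (10 uM) in 50% saturated 1-aminoanthracene in PBS was incubated 10 min at room temperature with compound. Fluorescence (ex 380, em 535 nm) was normalized to free and bound 1-AMA, with concentration-response fitted by a four-parameter Hill equation.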
POLI inh: blocks human DNA polymerase iota activity | Q9UNA4 | Pol iota fluorescent replication assay, 10 min | Potency, µM (top dose mostly 115 µM), without a hit: at the top dose activity, negative = inhibition, actives largely listed as inhibitors | actives 1% (n = 390,000); also: potency is read from the fitted curve at half-maximal effect
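Pol iota at 10 nM preincubated 15 min with compounds at room temperature; reaction started with fluorescent substrate, 50 nM final. Fluorescence read kinetically at 0 and 10 min; buffer-only wells as negative control.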
BLM helicase inh: Bloom syndrome helicase (human) inhibition. P54132. recombinant BLM DNA unwinding, fluorescence dequenching. Potency, µM (top dose mostly 56.1 µM), for the others: top-dose activity change, negative = inhibition, actives largely listed as inhibitors. actives 0.2% (n = 350,000). AID 2528;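 also: potency is read from the fitted curve at half-maximal effect; plate controls were vehicle for no effect and no enzyme for full effect; nearly all actives have a fitted effect of over 35% in size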
TRHR agonist: agonists of human TRH receptor. actives 0.18% (n = 360,000). P34981. activation, % at 2 µM. TRHR cells, calcium flux fluo-8, FDSS agonist mode; in the data active = activation above about 30%; also: 0% is about no effect
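Steps: seed TRHR cells overnight; add fluo-8 no-wash Ca dye, RT 30 min–1.5 h; record 10 s baseline; pin-transfer compounds; monitor fluorescence 1 cycle/s for the agonist window. Calcium increases flag candidate agonists.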
Active calls of the source: *; i = inactive; ? = inconclusive; / = not tested or not shown; & = joins results of further samples; [ ] = remark or other dose. Unless noted, calls follow the shape of the dose curve; as a rule, active = well fitted curve in the direction sought with a large enough effect; inconclusive = small, poorly fitted or top-dose-only effect, or another doubt; inactive = no such curve, though single readings can be large; an effect the other way counts as inactive or inconclusive.

The line under a structure holds: Pol kappa inh	POLI inh	ERG-DNA inh	Pol beta inh	TRHR agonist	Anesthetic bind	BLM helicase inh	ALOX12 inh	APEX1 inh
- Cc1cc(S(=O)(=O)Nc2ccc(C(=O)NCC(c3ccccc3)N(C)C)cc2)ccc1F (stereo not given)
 : -7%	19%	3%	43%	0.1	-14%	4%	0%&-35%	-6%
- CCCCNC(=S)N1CCN(CC)CC1
 : -1%	8%	5%	0%	0.3	-3%	1%	?	8%
- CCOC(=O)c1[nH]c(C)c(CCC(=O)NCc2ccc(CC)cc2)c1C
 : -8%[60.1 µM]	-3%	-8%	-1%	-0.5	3%	-2%	-15%	/
- Cc1cc(NC(=O)COC(=O)c2ccccc2NCCO)no1
 : -6%	-16%	13%	/	/	/	/	-10%	14%
- COc1cc(/C=C2/OC(=O)c3cc([N+](=O)[O-])ccc32)cc(OC)c1OC
 : 1%	13%	3%	/	/	/	/	-7%	/
- O=C(Nc1cccc(Cl)c1N1CCOCC1)c1cccs1
 : -13%	19%	3%	-1%	0.8	-20%	-5%	9%	-14%
- O=C(O)CN=C(NS(=O)(=O)c1ccc(Cl)cc1)c1ccc(F)cc1
 : 0%	24%	6%	0%	0.3	-4%	0%	-10%	2%
- O=C(c1ccco1)N1CCC2(CC1)CCN(c1ccccn1)CC2
 : 0%[60.1 µM]	/	/	/	/	/	2%	?	-2%
- Cc1ccc(C(=O)Nc2c(C)cc(-c3ccc(Cl)cc3)oc2=O)cc1
 : -8%	?	7%	2%	/	-12%	-2%	0%	1%
- Cc1onc(-c2ccccc2)c1C(=O)Oc1ccccc1
 : -5%	164%[activator]	8%	-2%	0.2	-11%	-2%	?	?
- COc1ccc(Cl)cc1-n1c(=S)sc2c(=O)n(-c3ccc(F)cc3)c(SCC(=O)O)nc21
 : -5%	124%[activator]	0%	9%	-0.1	-12%	-2%	0%	-5%
- COc1ccc(-c2nc(CS(=O)CC(=O)NCc3ccccc3)c(C)o2)cc1OC (stereo not given)
 : 14%	25%	8%	31%	0.6	-9%	1%	-7%	77%[activator]
- Cc1csc(NC(=O)C2CSC3(C)CCC(=O)N23)n1 (stereo not given)
 : 3%	-15%	-13%	40%	0.6	-14%	-1%	i	13%
- CN(C)c1ncc2nc(-c3cc(F)cc(F)c3)c(=O)n(C3CC3)c2n1
 : -3%[60.1 µM]	/	/	/	/	/	5%	?	?
- CCc1cc[n+](-c2nc3ccccc3nc2C(=C=[N-])C#N)cc1
 : -6%	18%	1%	33%	1.7	-19%	-5%	?	-3%
- CC(C)P(=O)(c1cccc(C(=O)O)c1)C(C)C
 : -6%	14%	-1%	4%	-0.1	-3%	-12%	-12%	4%
- S=c1nc[nH]c2nc[nH]c12
 : 12%	3%&7%	9%	6%	-0.5&-0.1	-5%&2%	-2%&-10%	?	47%&8%&-3%[activator]
- COc1ccccc1/C=C1\SC(=S)N(CCC(=O)NCCCN2CCOCC2)C1=O
 : -1%	15%	-1%	17%	-0.6	-20%	-8%	-20%	-6%
- COc1ccc(OC)c(CNC(=O)C2CCN(C(=O)N(C)C)CC2)c1
 : -5%	14%	/	-13%	-0.2	-8%	0%	-11%	3%
- Cc1ccc(OCC(=O)Nc2nnc(SCc3cc(=O)c4ccccc4[nH]3)s2)cc1
 : -7%[60.1 µM]	-1%	6%	0%	-0.4	-20%	-2%	-34%	/
- COc1ccc2[nH]c(-c3ccccc3)c(CCNC(C)=O)c2c1
 : 1%&-8%[19.4 µM]	/	/	/	/	-1%	1%	-4%&164%	-4%&-1%
- CCOc1ccc(CN(C(=O)c2cc3ccccc3oc2=O)C2CC2)cc1
 : 0%	8%	1%	2%	0.2	-9%	0%	0%	2%
- COC(=O)c1cc2c([nH]c3ccccc32)c(C)n1
 : /	/	/	-10%	-0.1	-9%	6%	11%	10%
- O=C(CSc1nccc(=O)[nH]1)N1CCOCC1
 : -2%	51%	0%	34%	0.3	-2%	-1%	-21%	8%
- Cc1ccc(NC(=S)NC(NC(=O)Cc2cccc3ccccc23)C(Cl)(Cl)Cl)cc1 (stereo not given)
 : -2%	26%	/	-14%	-0.4	-3%	8%	5%[57.4 µM]	7%
- COCCNC(=O)CSc1ccc(Cl)cc1
 : -9%	55%[activator]	3%	-6%	0.2	1%	-3%	6%	2%
- CCOc1ccc(NC(=O)N2CCC(C(N)=O)(N3CCCCC3)CC2)cc1
 : -8%&3%	-5%&9%	2%&-4%	11%&16%	1.2&-0.9	1%&-8%	0%&2%	-21%&0%	7%
- COc1ccc(OC)c(N/C(=N\c2nc(C)cc(C)n2)NC(=O)c2ccco2)c1
 : /	/	/	-7%	-0.8	-7%	1%	/	-1%
- CCN(CC)CCNS(=O)(=O)c1ccc(/C=C/C(=O)O)cc1
 : -3%	4%	0%	3%	0.8	-14%	-3%	-26%	0%
- COCCN(Cc1ccccc1)C(=O)c1cccc(S(=O)(=O)N2CCN(c3ccccc3)CC2)c1
 : 2%	14%	4%	/	0.3	/	/	5%	52%
- CCN(CC)CCn1c2ccccc2c2n[nH]c(=S)nc21
 : 5%	43%	-28%	-1%	-0.3	-11%	-6%	32µM*	17%
- CSc1ccc(S(=O)(=O)N2c3ccccc3CC2C)cc1 (stereo not given)
 : -4%	-4%	-17%	6%	0.2	50%[activator]	-11%	6%	6%
- Cc1cc(C)n(C(=O)CNC(=O)c2cccc(Br)c2)n1
 : 0%	24%	2%	10%	-0.6	7%	0%	-16%	5%
- O=[N+]([O-])c1ccc(C(c2sc3nc(-c4ccco4)nn3c2O)N2CCN(c3cccc(Cl)c3)CC2)cc1 (stereo not given)
 : -4%[60.1 µM]	10%	0%	-1%	0.0	-22%	-10%	-15%	/
- NS(=O)(=O)c1ccc(S(=O)(=O)NCCc2ccccc2)cc1
 : -4%	0%	2%	22%	0.2	?	0%	-45%	13%
- CCCOc1ccc2oc(=O)c3c(c2c1)CCCN3C(=O)CN1CCCC(C(=O)OCC)C1 (stereo not given)
 : -7%	-1%	-1%	0%	0.3	?	-1%	0%	0%
- NNC(=O)c1sc2cc(C(F)(F)F)cnc2c1-c1ccccn1
 : -4%	98%[activator]	-5%	5%	1.2	-17%	-8%	0%	?
- CC(=O)Nc1c(NC(C)(C)C)c2ccccc2oc1=O
 : -10%	15%	5%	1%	0.9	-5%	-10%	1%	20%
- C[N+](C)(C)CCNC(=O)c1c(O)c2c([nH]c1=O)CCCC2
 : -11%	-9%	1%	?	-0.4	-3%	13%	3%	-1%
- CC(=O)N(CCc1ccccc1)Cc1cc2ccc(C)c(C)c2[nH]c1=O
 : -7%	39%[activator]	17%	4%	0.3	-13%	-3%	0%	-18%
- C/C(CS(=O)(=O)c1ccc(Cl)c(Cl)c1)=N/NC(N)=S
 : -2%	121%[activator]	2%	1%	-0.7	-11%	1%	?	1%
- Cc1ccc(C)c(-c2csc(N/N=C/c3ccco3)n2)c1
 : -3%	19%	2%	13%	0.2	-1%	-5%	-2%	9%
- CC1(C)Cc2ccccc2C(COc2ccccc2)=N1
 : -3%	-25%	-1%	16%	3.1	-19%	-1%	0%	0%
- COc1ccccc1NC(=O)c1ccc2c(c1)C(=O)N(c1ccccc1OC)C2=O
 : -18%	119%[activator]	2%	-1%	0.3	-7%	-4%	44%[activator]	-16%
- CC(NS(=O)(=O)c1ccc(Br)cc1)C(=O)NC1CCCCCC1 (stereo not given)
 : -5%	-5%	0%	-30%	-0.2	5%	0%	-14%	19%
- O=C(O)c1ccc(-c2ccc(/C=c3/sc4nc5ccccc5n4c3=O)o2)cc1Cl
 : 10µM*	3.2µM*	19%	4µM*	55*	3%	?	-46%	9.5µM*
- OC(c1ccccc1)(c1ccccc1)c1ncc[nH]1
 : -2%	12%	-5%	/	-0.1	/	/	-6%	10%
- CCCCC/C=C/C1=CC(=O)C[C@H](c2ccc(OC)c(OC)c2)C1
 : -5%	-3%	0%	/	-0.5	/	/	-13%	-18%
- O=C(C[C@H]1C[C@H](C(=O)N2CCOCC2)[C@@]2(CCC3CCCC3)c3[nH]c4ccc(Cl)cc4c3CCN2C1=O)NCC12CC3CC(CC(C3)C1)C2
 : -7%	-6%	-10%	/	/	/	/	-8%	-22%

A portion of the library (hit frequency here may not be typical).
